# Assay outcomes: PubChem BioAssay, The Scripps Research Institute Molecular Screening Center
# Tn7 DDE FP = inhibitors of Tn7 peptide binding to fibrin DD(E), primary screen, biochemical, fluorescence polarization, human fibrin, Tn7 probe; inhibition, % at 8.3 µM; FP displacement of FITC-Tn7 peptide from fibrin DD(E); 0% = median of compound wells per plate; AID 720508, 2013; 0.13% of 370,000 active; Fibrinogen beta chain (Homo sapiens), P02675;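 active = inhibition above the mean of compounds falling within the control limits plus 3 SD of them, cut at about 14% in these data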;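 also: 0% = plate median of compound wells and 100% = 10 µM Aha-Tn7 peptide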
#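 Test system: human clot-derived fibrin DD(E) complex / Quantity: 2 µM final DD(E) protein / Incubation: 10 min plus 3 h, room temperature / Measured by: fluorescence polarization / Benchmarks: high control of 10 µM Aha-Tn7 peptide / Replicates: singlicate testing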
# PLCb3 inh = human PLC-beta3 inhibitors, primary screen, biochemical, fluorescence; 1-phosphatidylinositol 4,5-bisphosphate phosphodiesterase beta-3 (Homo sapiens), Q01970; Purified PLC-beta3, fluorogenic substrate; inhibition, % at 12.2 µM; 0.18% of 370,000 active; AID 720704, 2013; in the data active = inhibition above about 11%;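 also: 0% = median of compound wells on plate and 100% = full blocker control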
# PLC-gamma1 inh = PLC-gamma1 enzyme inhibitors, primary screen, biochemical, fluorescence, purified enzyme; 0.84% of 370,000 active; fluorogenic substrate; inhibition, % at 12.2 µM; 1-phosphatidylinositol 4,5-bisphosphate phosphodiesterase gamma-1 (Homo sapiens), P19174; in the data active = inhibition above about 9.5%
# ARFGAP1 inhibitor = inhibitors of rat ARFGAP1 GAP activity, primary screen, biochemical, fluorescence polarization, GDP tracer; 0.26% of 360,000 active; inhibition, % at 16.5 µM; Arfgap1-stimulated ARF1 GTP hydrolysis, GDP FP detection; AID 651572, 2012;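 active = inhibition above a per-plate limit, mean inhibition of low control wells plus 3 SD, cut at about 25% in these data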;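 also: 0% = DMSO wells with enzyme and 100% = wells lacking Arfgap1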
# Target sequence (Q62848 1-136 limits assumed): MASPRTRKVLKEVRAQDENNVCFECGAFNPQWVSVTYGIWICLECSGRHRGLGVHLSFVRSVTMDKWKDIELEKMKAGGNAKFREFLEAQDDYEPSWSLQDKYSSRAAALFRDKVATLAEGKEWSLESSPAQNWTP
#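 Material: rat Arfgap1 catalytic domain, aa 1-136; also added: human ARF1(Δ1-17)-GTP substrate; compound dosing: one concentration, 16.5 µM, DMSO 1.26%; incubation: GTP hydrolysis reaction 2 h at 25 °C; measured by: Tracer-displacement fluorescence polarization with EDTA stop, 620/688 nm; evaluation: % inhibition from polarization; repeats: one replicate per compound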
# MBD2 inh = inhibitors of MBD2 binding to methylated DNA, primary screen, biochemical, TR-FRET, DNA-binding domain, human; AID 686964, 2013; 0.31% of 370,000 active; Methyl-CpG-binding domain protein 2 (Homo sapiens), Q9UBB5; inhibition, % at 4.4 µM; MBD2 binding to methylated oligonucleotide; in the data active = inhibition above about 13%
# ADAM17 inh = ADAM17 inhibitors, primary screen, biochemical, QFRET; inhibition, % at 6.95 µM; Disintegrin and metalloproteinase domain-containing protein 17 (Homo sapiens), P78536; 0.83% of 370,000 active; recombinant ADAM17, EDANS/DABCYL FRET peptide cleavage;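 active = inhibition above the mean of compounds lying between control limits plus 3 SD, set per campaign, cut at about 8.5% in these data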;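 also: 0% = DMSO-only wells as the low control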
# Target sequence (P78536 215-824 limits assumed): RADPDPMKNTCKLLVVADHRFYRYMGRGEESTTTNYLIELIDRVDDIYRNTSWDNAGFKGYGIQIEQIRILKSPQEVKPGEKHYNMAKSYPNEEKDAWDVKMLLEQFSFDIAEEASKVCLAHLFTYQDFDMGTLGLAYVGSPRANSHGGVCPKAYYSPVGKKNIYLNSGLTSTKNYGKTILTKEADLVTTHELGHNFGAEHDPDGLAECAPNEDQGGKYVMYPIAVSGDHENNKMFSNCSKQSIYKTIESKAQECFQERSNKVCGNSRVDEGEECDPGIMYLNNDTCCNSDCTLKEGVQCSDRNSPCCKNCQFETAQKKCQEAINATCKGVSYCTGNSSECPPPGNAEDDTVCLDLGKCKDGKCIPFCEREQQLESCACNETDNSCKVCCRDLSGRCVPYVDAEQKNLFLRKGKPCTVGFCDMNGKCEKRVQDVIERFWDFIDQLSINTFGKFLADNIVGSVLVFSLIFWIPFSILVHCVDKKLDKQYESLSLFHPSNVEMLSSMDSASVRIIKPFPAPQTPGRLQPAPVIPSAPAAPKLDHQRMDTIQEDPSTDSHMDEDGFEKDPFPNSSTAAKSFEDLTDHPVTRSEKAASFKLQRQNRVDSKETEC
# KLK7 zymogen act = proKLK7 zymogen activators, primary screen, biochemical, fluorescence intensity; activation, % at 7 µM; Kallikrein-7 (Homo sapiens), P49862; 0.9% of 370,000 active; purified proKLK7, EDANS-DABCYL substrate fluorescence; 100% is mature enzyme control, 0% vehicle;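 active = activation above the mean of all tested compounds plus 3 SD, computed per campaign excluding outliers beyond control limits, cut at about 13% in these data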
# Target sequence (P49862 whole entry, looked up): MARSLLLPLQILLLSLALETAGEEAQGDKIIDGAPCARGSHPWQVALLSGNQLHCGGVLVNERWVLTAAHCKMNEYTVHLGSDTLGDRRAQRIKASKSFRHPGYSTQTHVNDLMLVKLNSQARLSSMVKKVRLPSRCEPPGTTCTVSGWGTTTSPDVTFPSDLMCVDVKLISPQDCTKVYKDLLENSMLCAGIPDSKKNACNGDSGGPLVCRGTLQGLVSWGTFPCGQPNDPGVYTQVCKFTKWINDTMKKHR
# UHRF1 MBD2 ctr = UHRF1 methylated DNA binding inhibitors, primary screen, counter-screen for MBD2 inhibitor project, biochemical, TR-FRET, human UHRF1, single concentration | inhibition, % at 4.4 µM | E3 ubiquitin-protein ligase UHRF1 (Homo sapiens), Q96T88 | UHRF1 binding to methylated oligo | 0.75% of 370,000 active; in the data active = inhibition above about 21%;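 also: UHRF1 SRA domain binding a hemimethylated CpG hairpin DNA probe; 0% = median of test compound wells and 100% = reference inhibitor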
# ASAP1 inh = inhibitors of human ASAP1 ArfGAP activity, primary screen, biochemical, fluorescence polarization | Arf-GAP with SH3 domain, ANK repeat and PH domain-containing protein 1 (Homo sapiens), … | ASAP1-stimulated ARF1 GTP hydrolysis, GDP FP detection | inhibition, % at 16.5 µM | 0.19% of 360,000 active | AID 624377, 2012; in the data active = inhibition above about 25%;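 also: 0% = vehicle with enzyme and substrate and 100% = no enzyme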
# DDE Tn6 FP inh = inhibitors of Tn6 peptide binding to fibrin DD(E), primary screen, biochemical, fluorescence polarization, human fibrin, Tn6 probe. AID 720509, 2013. inhibition, % at 8.3 µM. Fibrin DD(E) TRITC-Tn6 fluorescence polarization displacement. 0.21% of 370,000 active. Fibrinogen beta chain (Homo sapiens), P02675;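 active = inhibition above a per-campaign cutoff: mean of compounds within control limits plus 3 SD, cut at about 15% in these data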;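 also: 0% = median of all compound wells on the plate and 100% = blocking peptide control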
# Active calls of the source: *; i = inactive; / = no result given.
SMILES,Tn7 DDE FP,PLCb3 inh,PLC-gamma1 inh,ARFGAP1 inhibitor,MBD2 inh,ADAM17 inh,KLK7 zymogen act,UHRF1 MBD2 ctr,ASAP1 inh,DDE Tn6 FP inh
COc1ccccc1S(=O)(=O)N1CCN(S(=O)(=O)c2cccs2)CC1,-4,-4,2,-12,-4,-1,-0.2,1,-10,1
O=C(O)c1ccc(NC(=S)NC2CCCCC2)cc1,-5,9,5,1,-1,4,0.0,3,4,-7
CC(C)CCOP(=O)(c1ccc(N(C)C)cc1)C(O)c1ccc(N(C)C)cc1 (configuration not stated),-1,-1,-1,2,3,-2,0.7,0,-3,2
COc1ccccc1N1CCN(C(CNC(=O)c2ccc3c(c2)OCO3)c2cccnc2)CC1 (configuration not stated),2,1,0,7,-1,-1,-0.3,-2,-4,4
O=C(Nc1cccc(Cl)c1)Nc1cc(S(=O)(=O)N2CCCCC2)ccc1Cl,5,2,2,7,-2,9.9*,0.0,0,20,55*
COc1ccc(CNC(=O)CN2C(=O)CSc3ccc(S(=O)(=O)N4CCOCC4)cc32)c(OC)c1,1,-7,6,10,1,-1,0.1,-1,-7,5
Cc1sc2nc(C(C)C)nc(SCC(=O)NC3CC3)c2c1C,-10,-1,1,8,0,-1,-0.6,-1,-10,0
CC(C(=O)NC(C)(C)C)N(C(=O)CS(=O)CC(=O)Nc1ccc(F)cc1)C1CCCC1 (configuration not stated),5,-6,0,-12,-3,-1,0.0,-2,0,0
COc1ccc(C(=O)c2ccc(OC)cc2O)c(O)c1,0,-4,-3,-1,-4,0,0.6,-2,5,2
Cc1nc(/N=C\c2ccc(N(C)C)cc2)sc1C,-2,2,0,8,0,-3,0.0,-2,-14,0
O=C1C=C(c2ccccc2)C[C@H](c2cccs2)[C@H]1n1cnc([N+](=O)[O-])c1,9,2,1,1,3,-2,-0.8,2,2,3
CC(NC(=O)c1cc(Br)ccc1Br)c1ccccc1 (configuration not stated),-1,-1,-1,9,4,-3,-0.2,1,6,3
N#Cc1ccsc1NC(=O)c1ccc2ncsc2c1,2,-43,-28,-3,3,-2,-0.3,-1,15,-2
CN(C(=O)COC(=O)c1cc(S(=O)(=O)N2CCCCC2)ccc1N1CCOCC1)C1CCS(=O)(=O)C1 (configuration not stated),4,-3,2,2,-1,-3,0.4,2,1,-6
COc1ccccc1N1CCN(C(=O)CCS(=O)(=O)c2ccc3c(c2)oc(=O)n3C)CC1,3,-9,0,-10,-1,-1,-0.3,4,-9,2
COc1cc(-c2nccc3cc4c(cc23)OCO4)cc(OC)c1OC,-7,-62,-46,-2,-5,-3,1.9,1,2,-5
COC(=O)c1ccc(CN2CCc3ccccc32)cc1,-6,-9,-3,7,-1,-1,0.2,-3,13,0
O=C(COc1cccc2ccccc12)NCc1cccnc1,1,0,-1,9,2,-2,-1.1,1,6,1
CCN(CC)CCOC(=O)c1ccccc1Br,4,1,1,9,-3,-5,0.0,3,2,0
Cc1ccc(S(=O)(=O)NNC(=O)c2cc3cc4ccccc4nc3s2)cc1,-8,-16,-9,3,-3,-4,1.6,-3,7,-5

# 14 structures from above, arranged by length of the SMILES, ascending:
SMILES,Tn7 DDE FP,PLCb3 inh,PLC-gamma1 inh,ARFGAP1 inhibitor,MBD2 inh,ADAM17 inh,KLK7 zymogen act,UHRF1 MBD2 ctr,ASAP1 inh,DDE Tn6 FP inh
CCN(CC)CCOC(=O)c1ccccc1Br,4,1,1,9,-3,-5,0.0,3,2,0
N#Cc1ccsc1NC(=O)c1ccc2ncsc2c1,2,-43,-28,-3,3,-2,-0.3,-1,15,-2
COC(=O)c1ccc(CN2CCc3ccccc32)cc1,-6,-9,-3,7,-1,-1,0.2,-3,13,0
CC(NC(=O)c1cc(Br)ccc1Br)c1ccccc1 (configuration not stated),-1,-1,-1,9,4,-3,-0.2,1,6,3
COc1ccc(C(=O)c2ccc(OC)cc2O)c(O)c1,0,-4,-3,-1,-4,0,0.6,-2,5,2
COc1ccccc1S(=O)(=O)N1CCN(S(=O)(=O)c2cccs2)CC1,-4,-4,2,-12,-4,-1,-0.2,1,-10,1
Cc1ccc(S(=O)(=O)NNC(=O)c2cc3cc4ccccc4nc3s2)cc1,-8,-16,-9,3,-3,-4,1.6,-3,7,-5
O=C(Nc1cccc(Cl)c1)Nc1cc(S(=O)(=O)N2CCCCC2)ccc1Cl,5,2,2,7,-2,9.9*,0.0,0,20,55*
CC(C)CCOP(=O)(c1ccc(N(C)C)cc1)C(O)c1ccc(N(C)C)cc1 (configuration not stated),-1,-1,-1,2,3,-2,0.7,0,-3,2
COc1ccccc1N1CCN(C(CNC(=O)c2ccc3c(c2)OCO3)c2cccnc2)CC1 (configuration not stated),2,1,0,7,-1,-1,-0.3,-2,-4,4
COc1ccccc1N1CCN(C(=O)CCS(=O)(=O)c2ccc3c(c2)oc(=O)n3C)CC1,3,-9,0,-10,-1,-1,-0.3,4,-9,2
CC(C(=O)NC(C)(C)C)N(C(=O)CS(=O)CC(=O)Nc1ccc(F)cc1)C1CCCC1 (configuration not stated),5,-6,0,-12,-3,-1,0.0,-2,0,0
O=C1C=C(c2ccccc2)C[C@H](c2cccs2)[C@H]1n1cnc([N+](=O)[O-])c1,9,2,1,1,3,-2,-0.8,2,2,3
COc1ccc(CNC(=O)CN2C(=O)CSc3ccc(S(=O)(=O)N4CCOCC4)cc32)c(OC)c1,1,-7,6,10,1,-1,0.1,-1,-7,5

# More entries follow.
SMILES,Tn7 DDE FP,PLCb3 inh,PLC-gamma1 inh,ARFGAP1 inhibitor,MBD2 inh,ADAM17 inh,KLK7 zymogen act,UHRF1 MBD2 ctr,ASAP1 inh,DDE Tn6 FP inh
CCOC(=O)C1(C)Oc2ccc(S(=O)(=O)CC)cc2NC1=O (configuration not stated),1,-1,-4,-5,7,-8,-0.1,3,2,-6
COc1ccc([N+](=O)[O-])cc1NC(=O)C1CCCNC1=O (configuration not stated),-2,-2,1,-7,2,-2,0.1,-2,-11,2
COc1ccc(C(=O)c2ccc([N+](=O)[O-])cc2)c(OC)c1OC,6,-2,2,-2,3,1,0.0,0,0,3
CCOc1ccccc1C(=O)Nc1nnc(Cc2ccc(OC)c(OC)c2)s1,1,-4,-4,-11,2,1,0.3,1,1,5
Cc1ccc(OC(=O)CCC(=O)Oc2ccc(C)cc2C)c(C)c1,1,2,7,5,4,2,-0.5,4,14,-8
CC(C)(C)NCC(=O)N/N=C/c1ccc(OCc2ccccc2)cc1,6,-2,1,5,1,1,0.2,0,14,-5
CCOc1cc(-c2nnc(NC(=O)C3=COCCO3)o2)cc(OCC)c1OCC,5,-7,-5,6,1,-3,0.0,-1,-6,5
C[C@H]1CCC(=O)N(CCSc2ccc(Br)cc2)CC1,1,0,3,1,2,-3,0.4,-3,-2,6
Cc1nc(N2CCOCC2)nc(OCCN2CCOCC2)c1[N+](=O)[O-],6,-1,-2,9,0,-3,0.2,3,-19,1
O=C(c1cn(-c2ccccc2)nc1-c1ccccc1)N1CCN(c2ccccn2)CC1,-2,3,-1,6,1,1,0.2,2,10,-7
CCCN1CCC(=O)N(CCOc2ccccc2)CC1,5,1,1,8,-2,-4,-0.1,2,-5,5
Cn1c(-c2ccc(N)cc2)nc2ccccc21,0,-13,-10,5,-4,-37,0.5,-2,-7,-5
Cn1ncc2c1ncn1nc(COc3ccc4ccccc4c3)nc21,5,5,6,9,1,1,0.0,0,-2,0
CSc1ccc(/C=N\NC(=O)CNc2ccc(C)cc2)cc1,5,-3,-4,0,-4,-1,-0.1,-1,4,-4
CSc1ccccc1C(=O)NCCSc1ccccc1,0,-3,-2,-3,-1,-5,0.2,1,-5,-7
NC(=O)c1sc2nc(N3CCOCC3)c3c(c2c1N)CCCC3,-3,i,i,0,-4,-334,21*,-2,8,-11
Cc1ccc(NC(=O)c2ccccc2CCc2ccccc2)c(C)c1,-6,3,7,6,3,2,-0.1,6,12,0
COc1ccc(S(=O)(=O)N2CCOC2CNC(=O)C(=O)NCCN(C)C)cc1 (configuration not stated),-6,-5,-1,3,-3,1,0.1,-2,8,9
C/C(=C/c1nc(N)n(Cc2ccccc2)c1Cc1ccccc1)Cn1[nH]c(=O)n(-c2ccccc2)c1=O,0,-1,0,/,5,0,-0.2,6,/,-2
O=C(O)CC(c1cccc(Cl)c1)n1cccc1 (configuration not stated),5,-2,-3,1,0,-4,0.1,0,1,3
O=C(Nc1ccc(S(=O)(=O)NCc2cccnc2)cc1)c1ccccc1Cl,-3,5,7,-9,2,3,0.1,5,-6,10
O=C(CSc1nnc(COc2ccc(Cl)cc2)o1)Nc1nccs1,5,-50,-2,-7,-2,-1,0.0,-3,4,-4
O=C(CSc1ccc(F)cc1)N1CCN(S(=O)(=O)c2ccccc2)CC1,0,9,6,5,4,5,0.6,3,-7,-2
C/C(=N\NC(=O)c1ccc(Cn2cc([N+](=O)[O-])cn2)o1)c1cccc(NC(=O)c2cccnc2)c1,1,-1,0,-2,0,6,0.0,3,0,-6
CCc1nc2cccnc2n1-c1ccc(CC(=O)NCCOC)cc1,-2,-17,-12,2,-4,-15,-1.0,0,-5,15
N#CCCn1c(SCC(=O)NCCc2ccc(F)cc2)nc2ccccc21,1,3,3,-2,-2,1,-0.2,0,-7,2
Cc1cc(C)[n+](-c2ccc(Oc3ccccc3)c(S(=O)(=O)[O-])c2)[nH]1,5,-6,1,3,-3,0,1.1,-3,-5,2
CSCCCN1CC[C@@H](N2CCN(c3ccccc3F)CC2)[C@H](O)C1,-1,-8,-4,0,0,-3,0.2,1,0,0
O=S(=O)(NCC1CCC(NS(=O)(=O)c2c(F)cccc2F)CC1)c1ccc2c(c1)OCCO2 (configuration not stated),-4,1,-1,-7,-1,3,0.7,-2,10,8
COc1ccc(-n2nc(C(=O)NCC(=O)N3CCN(c4ccccc4F)CC3)c3ccccc3c2=O)cc1OC,-4,-12,-5,-8,-3,1,0.0,-1,-5,4
